# Pin1 inh: qHTS Assay to Find Inhibitors of Pin1; Potency, µM (titrated, usually from 115 µM), inactives show at the top dose activity, negative = inhibition, hits mostly inhibitors; Peptidyl-prolyl cis-trans isomerase NIMA-interacting 1 (Homo sapiens), Q13526; Pin1 FP peptide displacement, HiFluor488, 10 min; AID 504891, 2011; hit rate 0.009% among 390,000; active = well fitted inhibition curve with a large enough effect in the polarisation, with a control signal flat, not every such curve was filed as active; inconclusive = small, poorly fitted or top-dose-only effect, or effect the other way, or a change in a side signal; inactive = no such curve, though single readings can be large or run the other way; the % refers to the polarisation; note: potency is the fitted concentration of half-maximal effect; % is set by controls: 0 for no effect and ±100 for the full control effect
# Target sequence (Q13526 whole entry, looked up): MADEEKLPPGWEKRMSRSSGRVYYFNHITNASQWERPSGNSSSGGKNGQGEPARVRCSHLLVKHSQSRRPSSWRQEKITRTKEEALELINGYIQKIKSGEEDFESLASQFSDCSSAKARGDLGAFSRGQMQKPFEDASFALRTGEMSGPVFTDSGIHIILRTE
# mIDH1 inhibitor: qHTS for Inhibitors of mutant isocitrate dehydrogenase 1 (IDH1): qHTS. Isocitrate dehydrogenase [NADP] cytoplasmic (Homo sapiens), O75874. IDH1-R132H enzyme, NADPH consumption, diaphorase/resazurin fluorescence. Potency, µM (titrated, usually from 76.6 µM), inactives show at the highest dose activity change, negative = inhibition, hits mostly inhibitors. hit rate 0.093% among 390,000. AID 602179, 2012; note: potency is the fitted concentration of half-maximal effect; % is set by controls: 0 for no effect and ±100 for the full control effect; nearly all actives have a fitted effect of over 65% in size
# Target sequence (O75874 whole entry R132H, stated change not applied): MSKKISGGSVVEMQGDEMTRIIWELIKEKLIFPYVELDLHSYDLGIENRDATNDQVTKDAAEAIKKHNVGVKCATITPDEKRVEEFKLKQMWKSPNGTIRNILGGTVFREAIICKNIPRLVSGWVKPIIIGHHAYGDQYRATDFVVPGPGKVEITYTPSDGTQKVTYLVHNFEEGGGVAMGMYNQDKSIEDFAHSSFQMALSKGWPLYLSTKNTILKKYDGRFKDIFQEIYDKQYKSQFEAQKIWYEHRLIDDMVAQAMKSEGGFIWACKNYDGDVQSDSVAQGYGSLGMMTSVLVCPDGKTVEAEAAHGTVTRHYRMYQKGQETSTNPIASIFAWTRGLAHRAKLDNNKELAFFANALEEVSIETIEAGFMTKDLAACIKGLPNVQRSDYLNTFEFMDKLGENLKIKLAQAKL
#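 IDH1-R132H (0.5 ug/mL dispensed) in pH 7.5 Tris buffer was preincubated 30 min with compound, then given a substrate mix of 0.016 mM NADPH and 2 mM alpha-KG for 80 min at room temperature; remaining NADPH was read by diaphorase/resazurin fluorescence.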
# TRHR enhancer: qHTS for Small Molecule Agonists and Allosteric Enhancers of Human TRH Receptor: Primary Screen for Enhancers; Thyrotropin-releasing hormone receptor (Homo sapiens), P34981; TRHR cells, fluo-8 calcium fluorescence, EC20 TRH enhancement; enhancement, % at 2 µM; hit rate 0.66% among 360,000; in the data active = enhancement above about 30%; note: 0% is about no effect
#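 TRHR-expressing cells loaded with fluo-8 calcium dye were read kinetically (ex 480/em 530) during compound addition, then stimulated with an EC20 of TRH (10 nM final). Enhancement of the Gq-mediated intracellular calcium response was scored.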
# D2 antagonist: HTS Assay for Allosteric Antagonists of the Human D2 Dopamine Receptor: Primary Screen for Antagonists; D(2) dopamine receptor (Homo sapiens), P14416; HEK293 TREx D2 cells, calcium flux, dopamine EC80; inhibition, % at 10 µM; hit rate 2% among 340,000; AID 485344, 2010; in the data active = inhibition above about 30%; note: 0% is about no effect
# Target sequence (P14416 whole entry, looked up): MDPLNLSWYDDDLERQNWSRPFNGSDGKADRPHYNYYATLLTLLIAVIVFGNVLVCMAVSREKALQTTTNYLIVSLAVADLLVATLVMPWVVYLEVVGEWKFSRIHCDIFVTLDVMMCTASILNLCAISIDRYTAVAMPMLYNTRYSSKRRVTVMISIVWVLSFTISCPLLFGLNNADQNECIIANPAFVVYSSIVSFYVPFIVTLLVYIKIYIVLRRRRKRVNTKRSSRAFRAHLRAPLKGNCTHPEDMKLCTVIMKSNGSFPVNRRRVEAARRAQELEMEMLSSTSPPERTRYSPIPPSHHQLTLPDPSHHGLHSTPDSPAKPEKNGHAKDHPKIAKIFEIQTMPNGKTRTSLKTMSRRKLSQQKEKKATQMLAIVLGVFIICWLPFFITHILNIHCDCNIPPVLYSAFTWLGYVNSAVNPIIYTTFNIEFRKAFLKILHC
#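 In this primary screen, negative modulation is detected by tracking calcium flux after an EC80 dopamine challenge in inducible HEK293 T-REx D2 cells preexposed to test compound for 180 s.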
# USP1-UAF1 inh: Inhibitors of USP1/UAF1: Primary Screen; Ubiquitin carboxyl-terminal hydrolase 1 (Homo sapiens), O94782; recombinant USP1/UAF1, Ub-Rhodamine cleavage fluorescence; Potency, µM (doses to about 57.1 µM), without a hit: at the top dose activity change, negative = inhibition, most hits filed as inhibitors; hit rate 0.23% among 390,000; note: potency is the fitted concentration of half-maximal effect; % is set by controls: 0 for no effect and ±100 for the full control effect; nearly all actives have a fitted effect of over 60% in size; inactives centre near -12
#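 USP1/UAF1 complex (1 nM) preincubated 15 min at room temperature with compound, then Ub-Rho substrate (150 nM final) added. Kinetic fluorescence at 480/540 nm over 6 reads at 60 s intervals; 50 mM HEPES pH 7.8, 0.5 mM EDTA, 0.1 mg/ml BSA, 1 mM TCEP, 0.01% Tween-20.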
# TRHR ag: qHTS for Small Molecule Agonists and Allosteric Enhancers of Human TRH Receptor: Primary Screen for Agonists | TRHR cells, calcium flux fluo-8, FDSS agonist mode | Thyrotropin-releasing hormone receptor (Homo sapiens), P34981 | hit rate 0.18% among 360,000 | activation, % at 2 µM | AID 493084, 2011; in the data active = activation above about 30%; note: 0% is about no effect
#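 Steps: seed TRHR cells overnight; add fluo-8 no-wash Ca dye, RT 30 min–1.5 h; record 10 s baseline; pin-transfer compounds; monitor fluorescence 1 cycle/s for the agonist window. Calcium increases flag candidate agonists.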
# rTrxR1 inhibitor: qHTS Assay for Inhibitors of Mammalian Selenoprotein Thioredoxin Reductase 1 (TrxR1): qHTS | Thioredoxin reductase 1, cytoplasmic (Rattus norvegicus), O89049 | recombinant rTrxR1, NADPH fluorescence consumption, selenite substrate | Potency, µM (titrated, usually from 114 µM), for inactives: at the highest dose activity change, negative = inhibition, actives largely listed as inhibitors | hit rate 1% among 390,000 | AID 588453, 2011; note: potency is the fitted concentration of half-maximal effect; % is set by controls: 0 for no effect and ±100 for the full control effect; nearly all actives have a fitted effect of over 65% in size
#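 Rat TrxR1 (90 nM in the dispensed reagent) was pre-reduced with 400 uM NADPH for 5 min at room temperature, then incubated with compound for 15 min. After 400 uM selenite was added, NADPH fluorescence (Ex 340/Em 450 nm) was followed for 8 min.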
# D2 ag: HTS Assay for Allosteric Agonists of the Human D2 Dopamine Receptor: Primary Screen for Agonists. D(2) dopamine receptor (Homo sapiens), P14416. HEK293 T-REx D2 cells, calcium flux agonist mode. activation, % at 2 µM. hit rate 0.53% among 340,000. AID 485358, 2010;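 active = activation over 3 SD above normal in the single-dose calcium agonist read, cut at about 30% in these data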; note: 0% is about no effect
#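 Tetracycline-induced HEK293 Trex cells with D2 receptor force-coupled to calcium signaling, plated overnight at 30 C and loaded with no-wash calcium dye. Calcium flux read kinetically for 180 s after compound addition; responses flag agonists.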
# TrxR1 substrate: qHTS Assay for Substrates of Mammalian Selenoprotein Thioredoxin Reductase 1 (TrxR1): qHTS. purified TrxR1 substrate turnover, NADPH consumption readout. Thioredoxin reductase 1, cytoplasmic (Rattus norvegicus), O89049. hit rate 0.01% among 390,000. Potency, µM (top dose mostly 114 µM), inactives show at the highest dose activity change, negative = substrate turnover; note: potency is the fitted concentration of half-maximal effect; % is set by controls: 0 for no effect and ±100 for the full control effect; nearly all actives have a fitted effect of over 50% in size
#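 Rat TrxR1, dispensed at 90 nM, was prereduced with 400 uM NADPH (final) for 5 min at ~22 deg C, then incubated with compound 15 min before 400 uM selenite. A first-read NADPH fluorescence drop versus no-compound background flagged substrates.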
# The depositor's hits bear a star; ? = inconclusive; / = no result given; & = joins results of further samples; [ ] = remark or other dose. Unless noted, calls come from the whole dose curve; as a rule, active = well fitted inhibition curve with a large enough effect; inconclusive = small, poorly fitted or top-dose-only effect; inactive = no such curve, though single readings can be large or run the other way. A portion of the library; the hit share may differ from the screen's.
SMILES,Pin1 inh,mIDH1 inhibitor,TRHR enhancer,D2 antagonist,USP1-UAF1 inh,TRHR ag,rTrxR1 inhibitor,D2 ag,TrxR1 substrate
C=CCOc1ccc(C[C@H](N)C(=O)NC[C@H]2O[C@@H](n3cnc4c(N)ncnc43)[C@H](O)[C@@H]2O)cc1,1%,0%,/,/,-14%,/,12%,/,0%
O=[N+]([O-])c1ccc(S(=O)(=O)N2CCN=C2SCc2ccc(F)cc2)cc1,?,-10%,-15,-9,-28%,0.0,21%,0.2,1%
Cc1cc(C)c(S(=O)(=O)N2CCCC(C(=O)NC3CCCC3)C2)c(C)c1 (stereo not given),4%,2%,3,-24,-16%,0.9,14%[57.1 µM],0.3,11%[57.1 µM]
COc1cccc(CNC(=O)C(=O)NCC2OCCCN2S(=O)(=O)c2cc(C)ccc2C)c1 (stereo not given),-4%,9%,2,-17,-19%,-0.4,23%,-0.3,10%
CCC1CCCCN1C(=S)Nc1cccc(S(=O)(=O)N(C)C)c1 (stereo not given),-8%,18%,1,15,-18%,0.6,-2%[57.1 µM],1.5,2%[57.1 µM]
COc1ccc(C(=S)N2CCN(c3cccc(Cl)c3)CC2)cc1,-8%,15%,1&-3,4&8,1%,0.1&0.2,14%[57.1 µM],0.7&2.3,8%[57.1 µM]
COc1ccc(-c2n[nH]c(=S)n2-c2ccc(C)cc2)cc1,0%,-4%,-3,9,-14%,0.6,-13%,1.1,2%
Cc1cccc(OCCSc2nc(-c3cccs3)nc3cc(=O)[nH]n23)c1,0%,?,14,/,-23%,-0.2,29%[57.1 µM],-0.1,28%[57.1 µM]
CC(=O)Nc1ccc(S(=O)(=O)N2CCN(C(=O)CCC3CCCC3)CC2)cc1,1%,-3%,-2,27,2%,-0.5,-6%,-0.3,-7%
CC(C)(C)[C@H]1CCC(=O)N([C@H](CC#N)Cc2ccccc2)CC1,-6%,-3%,1,-20,-16%,-0.3,6%&5%,0.4,-5%&-8%
N#Cc1c(NC(=O)CSc2nnc(-c3ccco3)n2-c2ccccc2)sc2c1CCC2,41%[activator],-4%,1,5,-18%,-0.1,10%[57.1 µM],0.0,11%[57.1 µM]
O=C(/C=C/c1ccc2c(c1)OCO2)NCc1ccncc1,3%,-2%,0,-3,-7%,-0.1,10%,-0.5,27%
COc1ccc(N2CCN(CC(O)COc3ccc4c(c3)CCC4)CC2)cc1 (stereo not given),-13%,8%,14,-22,-12%,0.7,9%,1.6,-8%
CCOc1ccc2nc3cc(NCc4ccc(OC)cc4)ccc3c(N)c2c1,?,0%,7,0,?,9.9,9%,2.8,6%
O=C(NCCN1CCN(S(=O)(=O)c2ccc(F)cc2)CC1)C(=O)NCc1ccccc1,-9%,19%,-6,9,?,0.0,28%,3.4,11%
CC(=O)Nc1ccc2nc(SCC(=O)NCCOc3ccccc3)sc2c1,1%,13%,-1,12,-14%,-1.6,10%,1.6,1%
COc1cc(C(=O)O/N=C(\N)Cc2ccc([N+](=O)[O-])cc2)cc(OC)c1OC,2%,23%,3,3,4%,0.7,1%[57.1 µM],-0.3,3%[57.1 µM]
O=C(O)CSc1nnc(COc2ccc([N+](=O)[O-])cc2)n1-c1ccccc1,-3%,10%,0,-8,-25%,1.1,8%[57.1 µM],0.7,8%[57.1 µM]
Cc1ccc(NS(=O)(=O)c2ccc3c(c2)N(C)CCO3)cc1,2%,1%,2,-6,-10%,-1.1,3%,0.3,-1%
CC(NC(=O)COc1ccc(S(=O)(=O)N2CCOCC2)cc1)c1ccccc1 (stereo not given),0%,-1%,0,-4,-8%,0.2,3%,0.0,0%
CC1CCCN(C(=O)c2ccc(Cl)c(S(=O)(=O)N3CCCCCC3)c2)C1 (stereo not given),-1%,-2%,-6,/,-14%,0.0,32%,/,2%
CCOC(=O)C1CCN(c2c(NCc3ccc(C(=O)N(C)Cc4ccccc4)cc3)c(=O)c2=O)CC1,-5%,2%,5,2,-16%,-0.5,6%,-0.2,3%
CCOc1ccc(CN2CCN(Cc3ccon3)CC2CCO)cc1 (stereo not given),0%,-9%,16,-15,-4%,0.8,-14%,-0.2,-9%
O=C(NCc1ccc(F)cc1)C1CCCN(c2nc3ccsc3c(=O)s2)C1 (stereo not given),1%,-2%,5,-7,1%,-0.4,40%[activator],0.7,13%
CC(C)CCNC(=O)C1CCCN1C(=O)NC1CCCCC1 (stereo not given),-2%,-4%,-1,11,-12%,0.1,20%,0.8,3%
Cc1nnsc1C(=O)NC1CCCc2c1cnn2-c1ccccc1F (stereo not given),-5%,0%,-2,5,-3%,0.1,8%,1.1,0%
Cc1ccc2nc(Cc3ccc(N)cc3)[nH]c2c1,4%,7%,-4,-9,-22%,-0.6,24%,-1.2,10%
COc1ccccc1CNC(=O)CN(C)S(=O)(=O)c1ccc(Br)s1,0%,-1%,1,-6,-10%,-0.9,2%[57.1 µM],-0.4,2%[57.1 µM]
Cc1nn(-c2ccccc2)c(Cl)c1/C=N/NC(=O)OC(C)(C)C,?,-1%,-8,-15,-7%,-1.3,-13%,-0.4,-17%
CCOC(=O)C1=C(COC(=O)/C=C/c2cc(OC)c(OC)c(OC)c2)NC(=O)NC1C (stereo not given),-6%,2%,0,7,-15%,-0.1,-16%,0.4,1%
COc1ccc(-c2oc3cc(O)c(OC)c(O)c3c(=O)c2OC)cc1O,1%,1%,/,/,-16%,/,1%[11.4 µM],/,8%[57.1 µM]
Cc1ccccc1NC(=O)CN(C)S(=O)(=O)c1cccs1,-5%,-1%,-6,21,-19%,0.0,2%[57.1 µM],0.6,9%[0.0914 µM]
O=C(NCCc1ccccc1F)[C@@H]1CSC2c3ccccc3C(=O)N21 (stereo not given in full),-2%,9%,3,-4,-3%,0.1,1%,0.1,-1%
COc1ccc(S(=O)(=O)NCc2ccncc2)cc1NC(=O)c1ccccc1,-4%,4%,11,6,-5%,-0.3,-13%,0.4,-10%
CCOC(=O)C1=C(CNC(C)(C)CC(C)(C)C)NC(=O)NC1c1cccc([N+](=O)[O-])c1 (stereo not given),-1%,4%,2,-2,-18%,0.2,4%,-0.9,-8%
C(=N\Nc1nn2cnnc2c2ccccc12)/c1ccco1,8%,7%,-6,-10,?,0.2,30%[57.1 µM],-0.9,12%[57.1 µM]
Cc1cccc(C)c1NC(=O)c1ccc2c(c1)CCN2S(C)(=O)=O,7%,13%,14,-23,-18%,0.3,8%,-0.1,3%
CC1CCN(S(=O)(=O)c2ccc3c(c2)N(CC(=O)NCCCN2CCCCC2C)C(=O)CS3)CC1 (stereo not given),1%&-1%,-6%&-7%,10&-1,5,?,0.6&-0.1,4%,0.0,3%
COc1ccc(CCNC(=O)c2ccc(NS(=O)(=O)c3c(C)noc3C)cc2)cc1OC,-1%,3%,6,-4,-3%,0.1,2%,0.9,-4%
O=S(=O)(c1ccccc1S(=O)(=O)N1CCCCC1)N1CCCCC1,-6%,1%,-5,9,-8%,0.0,35%,0.5,11%
CCCc1cnc2c(c1SCC(=O)Nc1cccc(C)c1C)c(=O)n(C)c(=O)n2C,0%,0%,-4,/,-7%,-0.1,12%[57.1 µM],-0.9,-1%[57.1 µM]

# Grouped by structure, the compounds so far containing a thiophene ring, fused or not
SMILES,Pin1 inh,mIDH1 inhibitor,TRHR enhancer,D2 antagonist,USP1-UAF1 inh,TRHR ag,rTrxR1 inhibitor,D2 ag,TrxR1 substrate
Cc1cccc(OCCSc2nc(-c3cccs3)nc3cc(=O)[nH]n23)c1,0%,?,14,/,-23%,-0.2,29%[57.1 µM],-0.1,28%[57.1 µM]
N#Cc1c(NC(=O)CSc2nnc(-c3ccco3)n2-c2ccccc2)sc2c1CCC2,41%[activator],-4%,1,5,-18%,-0.1,10%[57.1 µM],0.0,11%[57.1 µM]
O=C(NCc1ccc(F)cc1)C1CCCN(c2nc3ccsc3c(=O)s2)C1 (stereo not given),1%,-2%,5,-7,1%,-0.4,40%[activator],0.7,13%
COc1ccccc1CNC(=O)CN(C)S(=O)(=O)c1ccc(Br)s1,0%,-1%,1,-6,-10%,-0.9,2%[57.1 µM],-0.4,2%[57.1 µM]
Cc1ccccc1NC(=O)CN(C)S(=O)(=O)c1cccs1,-5%,-1%,-6,21,-19%,0.0,2%[57.1 µM],0.6,9%[0.0914 µM]

# Complete entries, looked up by structure. Screens in order: Pin1 inh | mIDH1 inhibitor | TRHR enhancer | D2 antagonist | USP1-UAF1 inh | TRHR ag | rTrxR1 inhibitor | D2 ag | TrxR1 substrate
# CCOC(=O)C1=C(CNC(C)(C)CC(C)(C)C)NC(=O)NC1c1cccc([N+](=O)[O-])c1 (stereo not given) is listed as -1% | 4% | 2 | -2 | -18% | 0.2 | 4% | -0.9 | -8%
# CC1CCN(S(=O)(=O)c2ccc3c(c2)N(CC(=O)NCCCN2CCCCC2C)C(=O)CS3)CC1 (stereo not given) is listed as 1%&-1% | -6%&-7% | 10&-1 | 5 | ? | 0.6&-0.1 | 4% | 0.0 | 3%

# Assay outcomes deposited in PubChem by National Center for Advancing Translational Sciences (NCATS).
